p-CIP stab down = compounds decreasing mouse p/CIP protein stability; decrease of EGFP signal, % at 10 µM; Q05BA5; AID 1984; 0.01% of 290,000 active; F442A p/CIP-EGFP cells, EGFP fluorescence, 16 h;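 active = EGFP signal decrease of at least 30% at 10 µM or well 3 SD below plate mean, unless failing retest; inactive = the rest, including hits failing retest or dose response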; note: some compounds called inactive have numbers as strong as hits; many of its hits are not listed in these tables
PHOSPHO1 block = inhibitors of human PHOSPHO1 phosphatase | inhibition, % at 13.3 µM | 1.1% of 290,000 active | Q8TCT1 | recombinant PHOSPHO1, absorbance phosphatase assay | AID 1565; in the data active = inhibition above about 60%
Target sequence (Q8TCT1 whole entry, looked up): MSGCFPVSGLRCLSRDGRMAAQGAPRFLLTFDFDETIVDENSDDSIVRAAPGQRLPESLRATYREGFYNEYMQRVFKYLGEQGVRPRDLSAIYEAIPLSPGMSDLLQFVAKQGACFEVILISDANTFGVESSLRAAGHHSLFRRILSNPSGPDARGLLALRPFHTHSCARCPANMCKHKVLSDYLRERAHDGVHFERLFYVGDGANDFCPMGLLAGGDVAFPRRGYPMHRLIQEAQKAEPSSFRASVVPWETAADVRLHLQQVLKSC
GalR3 antagonist = blocks the human galanin receptor 3 | HEK293 GalR3-CNG cAMP membrane potential fluorescence; galR3 body fused to GalR1 C-terminus | inhibition, % at 3 µM | 0.44% of 360,000 active | AID 651719;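 active = inhibition above the screen-wide average plus 3 SD, cut at about 13% in these data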;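 note: forskolin and galanin both at EC90 stimulate the cells; cAMP rise reported by CNG channel membrane potential dye signal; 0% = forskolin plus galanin with DMSO and 100% = forskolin alone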
CRFR2-BP ag = CRF-BP/CRF-R2 complex agonism; HEK293 CRF-R2/CRF-BP, calcium dye fluorescence (FLIPR); percent of saturating CRF peptide response; activation, % at 13.2 µM; 0.46% of 350,000 active;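 active = activation of at least 50%, plus an integration ratio under a set limit after plate pattern correction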;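 note: plate controls were neutral control wells without compound for no effect and CRF at EC100 for full effect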
IDE act = IDE (human) activation, cell-based. HEK cells, FAbeta-B cleavage, fluorescence polarization; 0% vehicle, 100% cell-free pure enzyme wells. activation, % at 5.96 µM. 0.073% of 340,000 active. AID 493087;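 active = activation above the mean of all tested compounds plus 3 SD, set per screening campaign, cut at about 17% in these data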
MEKK3 PB1 HTS = raises or lowers MEK5 binding to the human MEKK3 PB1 domain; Q99759; bead-based flow cytometry, Alexa488-MEK5 binding to MEKK3; actives lie on both sides; 0 = blocked by unlabeled MEK5, 100 = vehicle; binding response (% of control), % at 10 µM; 1.4% of 290,000 active; AID 1529;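 active = binding response more than 3 SD above or below the average of its plate-row segment, actives on both sides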;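 note: Alexa488 bead fluorescence after subtracting the streptavidin-only scavenger bead signal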
IDE cell inh = inhibitors of human insulin-degrading enzyme in cells; P14735; HEK cells, FAbetaB cleavage, fluorescence polarization; inhibition, % at 5.59 µM; 0.41% of 320,000 active;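 active = percent inhibition above the average of all tested compounds plus 3 SD, set per screening campaign, cut at about 16% in these data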;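 note: IDE supplied by intact live HEK cells; FP after avidin binding of uncleaved biotin substrate so inhibition keeps polarization high; 0% = DMSO wells and 100% = 60 µM reference IDE inhibitor Ii1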
CRFR2-BP antag = CRF-BP/CRF-R2 complex antagonism; HEK293 CRF-R2/CRF-BP, CRF-induced calcium fluorescence; inhibition, % at 11.8 µM; 0.59% of 350,000 active; AID 588475;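 active = inhibition of the ligand-induced calcium signal above about 50% at the single tested concentration, limit read from the data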
M4 PAM = CHRM4 positive allosteric modulation; P08173; CHO-K1 hM4/Gqi5, Fluo-8 calcium fluorescence, ACh EC20; 0% = ACh EC20, 100% = maximal ACh; activation, % at 3 µM; 0.4% of 360,000 active; AID 624126;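 active = activation above its plate's cutoff, the mean activation of sample wells plus 3 SD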; note: some results filed as inactive read as strong as hits
Target sequence (P08173 whole entry, looked up): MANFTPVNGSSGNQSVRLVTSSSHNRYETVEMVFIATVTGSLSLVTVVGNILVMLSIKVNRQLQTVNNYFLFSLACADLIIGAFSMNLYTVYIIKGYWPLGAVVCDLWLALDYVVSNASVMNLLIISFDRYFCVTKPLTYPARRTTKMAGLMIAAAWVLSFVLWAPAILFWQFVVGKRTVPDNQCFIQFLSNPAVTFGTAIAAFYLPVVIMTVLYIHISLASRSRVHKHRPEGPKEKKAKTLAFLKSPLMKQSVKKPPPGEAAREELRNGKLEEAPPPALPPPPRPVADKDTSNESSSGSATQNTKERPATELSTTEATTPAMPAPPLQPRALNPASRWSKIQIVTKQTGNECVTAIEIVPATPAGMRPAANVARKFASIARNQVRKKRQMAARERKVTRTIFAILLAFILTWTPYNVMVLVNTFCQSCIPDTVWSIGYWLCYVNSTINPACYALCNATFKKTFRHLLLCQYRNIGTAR
The depositor's hits bear a star; . = no result given.

p-CIP stab down,PHOSPHO1 block,GalR3 antagonist,CRFR2-BP ag,IDE act,MEKK3 PB1 HTS,IDE cell inh,CRFR2-BP antag,M4 PAM,SMILES
0,3,-1,0.1,-1,95,6,16,-1,Cn1c(NC(=O)C2CCCO2)cc(=O)n(C)c1=O (stereo unspecified)
.,.,-4,-0.5,1,.,-2,-3,4,CN(C(=O)CCCN1C(=O)c2ccccc2C1=O)C1CCCCC1
.,.,-2,-0.9,3,104,2,-2,-4,O=C(O)C1CCCN(CCC=C(c2ccccc2)c2ccccc2)C1 (stereo unspecified)
-15,-4,-3,-0.8,-3,89,11,12,1,O=[N+]([O-])c1cc([N+](=O)[O-])c2cccnc2c1Oc1ccccc1O
4,10,-7,1.4,5,98,4,3,0,COc1ccc(NC(=S)N2CCN(C(=O)c3ccco3)CC2)cc1
.,.,-3,0.3,2,.,-2,1,12,O=C(CN1CCN(C(=O)c2cncn2-c2ccc(F)cc2)CC1)Nc1ccccc1C(F)(F)F
-6,24,-2,3.2,-4,102,0,-11,2,Cc1ccc(-c2cc(C(=O)NCC3CCCO3)c3ccccc3n2)cc1C (stereo unspecified)
.,.,-1,0.4,.,.,.,6,1,CCn1cc(/C=C(\NC(=O)c2ccc(OC)cc2)C(=O)NCCCn2ccnc2)c2ccccc21
3,2,2,-0.8,-4,107,-2,-12,-4,CCC(CC)C(=O)Nc1ccc(Cl)c(Cl)c1
0,-7,-4,-1.1,1,96,2,24,1,CCOC(=O)COc1ccc(C2CC(C)=NN2c2ccccc2)cc1 (stereo unspecified)
-12,28,-5,-1.0,-2,101,2,1,6,COCCn1c(SCC(=O)N2CCCC2)nnc1-c1ccoc1C
-2,3,-6,3.1,2,105,-3,2,-3,CCCCC(=O)Nc1cccc(-c2nnc(-c3ccccc3)o2)c1
-8,31,-1,-0.2,-2,103,1,-4,-6,COc1cc(OC)cc(C(=O)Nc2cccc(NC(=O)c3ccccc3)c2)c1
-8,-12,.,11,4,.,1,26,5,COc1ccc(-c2nc(CS(=O)CC(=O)NCc3ccccn3)c(C)o2)cc1 (stereo unspecified)
3,16,-5,-2.3,-4,100,-5,4,6,Cc1nc2ccccc2c2c1C(=O)N(c1ccc(C(=O)O)cc1)C2=O
-2,-5,-1,-1.3,0,102,5,3,3,COC(=O)CN1C(=O)C(O)(CC(=O)c2cccc(Br)c2)c2ccccc21 (stereo unspecified)
7,26,-7,-0.2,1,100,-7,-1,-5,CCCCn1c(SCC(=O)NC2CC2)nnc1-c1ccncc1
0,28,-5,0.2,1,102,7,20,-4,Nc1ccccc1SCc1cc([N+](=O)[O-])cc2c1OCOC2
8,12,8,0.2,4,113,2,1,-9,Cc1nn(C)c(C(=O)N/N=C/c2ccccc2)c1[N+](=O)[O-]
.,.,-5,2.5,8,.,1,-1,1,O=C(OCC(=O)N1CCN(S(=O)(=O)c2ccc(Cl)cc2)CC1)c1cccc(OC(F)F)c1
.,.,-4,0.4,6,.,.,1,-6,COc1ccc(CNC(=O)COC(=O)c2cc3ccccc3o2)cc1
-4,15,0,-0.8,-2,96,1,-4,-1,O=C(NNC(=O)C1[C@H]2CCCC[C@@H]12)Nc1cccc2ccccc12 (stereo partly specified)
-3,4,-1,-0.9,5,101,9,7,2,O=C(Nc1ccc(C(=O)O)cc1)/C(=C\C=C\c1ccccc1)NC(=O)c1ccccc1Cl
-9,11,.,-5.4,6,104,-4,-11,3,CCc1nnc(NC(=O)CSc2nccn2-c2cc(C)cc(C)c2)s1
-7,29,1,0.5,6,102,-3,-11,3,Cc1ccc(NC(=O)CN2C(=O)COc3ccc(S(=O)(=O)N4CCCC4)cc32)c(C)c1

In the list so far, three have a Cl atom.
p-CIP stab down,PHOSPHO1 block,GalR3 antagonist,CRFR2-BP ag,IDE act,MEKK3 PB1 HTS,IDE cell inh,CRFR2-BP antag,M4 PAM,SMILES
3,2,2,-0.8,-4,107,-2,-12,-4,CCC(CC)C(=O)Nc1ccc(Cl)c(Cl)c1
.,.,-5,2.5,8,.,1,-1,1,O=C(OCC(=O)N1CCN(S(=O)(=O)c2ccc(Cl)cc2)CC1)c1cccc(OC(F)F)c1
-3,4,-1,-0.9,5,101,9,7,2,O=C(Nc1ccc(C(=O)O)cc1)/C(=C\C=C\c1ccccc1)NC(=O)c1ccccc1Cl

Remaining list, next part:
p-CIP stab down,PHOSPHO1 block,GalR3 antagonist,CRFR2-BP ag,IDE act,MEKK3 PB1 HTS,IDE cell inh,CRFR2-BP antag,M4 PAM,SMILES
.,.,-5,-2.9,4,.,.,7,10,CC(=O)Nc1cc2c(c(Cl)c1Cl)-c1ccccc1C2=O
.,.,-8,-4.5,4,.,.,11,6,CC1(C)N=C(c2ccccc2)C(c2ccccc2)=N1
-1,28,-10,3.6,-1,102,-2,2,18*,C=CCN(CC=C)C(=O)CN1C(=O)NC(c2ccccc2)(c2ccccc2)C1=O
1,42,-10,0.0,-3,103,-1,4,5,CCC(C)(C)NC(=O)C(c1sccc1C)N(Cc1ccco1)C(=O)c1csnn1 (stereo unspecified)
-2,32,-2,.,3,102,-3,.,4,Cc1ccc(/C=N/NC(=O)c2c(-c3ccccc3)noc2C)c(O)c1
.,.,2,-1.1,6,.,3,2,-17,Brc1ccccc1OCCN1CCCC1
3,-30,-4,-2.4,8,99,0,12,1,CC(C)CC(=O)NC(=S)NNC(=O)c1ccc(NC(=O)C2CCCCC2)cc1
-33,-6,-6,-0.2,0,102,-2,4,6,COCCNC(=S)NNC(=O)c1ccc(-n2cnnn2)cc1
-6,-15,2,2.5,2,97,9,3,10,CCC1=Nc2ccccc2NC2=C1C(=O)CCC2
6,-24,-7,-1.0,5,102,2,3,7,Cc1ccc(S(=O)(=O)CC(=O)Nc2nnc(C)s2)cc1
0,46,0,1.8,1,107,-11,-10,9,O=C(O)c1ccc(NS(=O)(=O)c2ccc(Cl)c(Cl)c2)cc1O
-6,9,0,.,0,90,0,.,-4,O=C(NCc1ccco1)c1ccc2c(=O)n(-c3ccccc3)c(=O)n(Cc3cccc(F)c3)c2c1
.,.,-4,0.4,-8,.,.,-9,6,COc1cc(/C=C/C(=O)OCC(=O)NC(=O)NC2CCCC2)ccc1OCC#N
-14,14,3,-0.1,0,96,.,-2,-1,COc1ccc(/C=N/n2c(SC)nnc2-c2ccccc2)c(OC)c1OC
.,.,-7,-1.9,6,.,.,-13,0,NC(=O)C1(Nc2ccc([N+](=O)[O-])cc2)CCCC1
-3,8,-4,1.4,1,78,4,-20,-1,COC(=O)C1=C(C)N(C)C(=O)NC1c1ccc([N+](=O)[O-])o1 (stereo unspecified)
-4,-7,-1,-2.2,-4,102,-1,13,-3,Cc1cc(=O)oc2cc(OC(=O)CCCCCN3C(=O)c4ccccc4C3=O)ccc12
13,15,-1,-1.1,5,98,2,-8,-2,CCOCCCN(C)C1CCN(S(=O)(=O)c2csc(C(N)=O)c2)CC1
-14,15,-10,-1.9,0,107,4,-23,14,Cc1ccc(S(=O)(=O)c2cc3cc(Br)ccc3oc2=O)cc1
2,12,1,0.3,4,90,4,1,19,COc1cc(/C=C/C(=O)OCC(=O)NC(=O)NC(C)C)ccc1O
1,32,1,0.8,-4,102,0,-8,-3,Cn1c(N)c(S(=O)(=O)NCc2ccc(F)cc2)c(=O)n(C)c1=O
-4,11,-3,-1.4,-1,.,0,2,-6,O=C(NCCN1CCC(Cc2ccccc2)CC1)C1CCCN(S(=O)(=O)c2cnc[nH]2)C1 (stereo unspecified)
.,.,-1,-1.9,-2,.,-1,0,0,C=CC[C@H](CC(=O)OC(C)(C)C)C(=O)OC[C@H]1CCCN1C(=O)[C@H](CC=C)CC(=O)NCCO
6,.,-13,2.0,-4,104,2,-12,6,COc1ccccc1N1Cc2ccc(OC)c(OC)c2C1=O
.,.,0,-0.3,-1,.,-4,6,1,Cc1c(Cl)cnc(NC(=O)COC(=O)c2cccs2)c1Cl
.,.,-4,2.2,4,.,7,-11,-2,Cc1ccc(F)cc1NC(=O)CSCc1nc2sc(C)c(C)c2c(=O)[nH]1
3,35,6,-0.1,13,97,-5,7,2,CCc1ccc(CNC(=O)c2ccc(OC3CCN(C(C)=O)CC3)c(OC)c2)nc1
0,10,3,3.4,0,97,-3,7,-9,O=C(O)c1cc(-c2ccc(Cl)s2)nc2ccccc12
-9,4,-3,0.1,2,94,1,6,7,NCC12CC3CC(CC(O)(C3)C1)C2
-4,20,-10,1.3,3,114,-4,-11,-3,COc1ccc(/C=N/N2CCN(Cc3ccc(C)cc3)CC2)cc1Br
1,4,-4,-0.2,5,100,-3,-3,-4,CNC(=O)Cc1csc2ccc(Cl)cc12
-2,-29,-11,-0.1,1,105,5,10,-1,COc1ccc(CNC(=O)C2CCCN2C(=O)NCc2ccccc2)cc1 (stereo unspecified)
-18,8,-4,0.1,4,97,-3,-27,-3,CCOC(=O)/C(=N/Nc1ccccc1)Sc1nnc(CCc2ccccc2)n1-c1ccccc1
.,.,-4,2.6,6,.,5,-16,4,CCCCN(C(=O)c1cc2c(s1)CCC2)c1c(N)n(CCCC)c(=O)[nH]c1=O
0,-11,-8,-2.8,0,98,3,10,11,Cc1ccc(NC(=O)CCCNC(=O)c2ccc(Cl)cc2)c(Br)c1

M4 PAM: what is marked active above
p-CIP stab down,PHOSPHO1 block,GalR3 antagonist,CRFR2-BP ag,IDE act,MEKK3 PB1 HTS,IDE cell inh,CRFR2-BP antag,M4 PAM,SMILES
-1,28,-10,3.6,-1,102,-2,2,18*,C=CCN(CC=C)C(=O)CN1C(=O)NC(c2ccccc2)(c2ccccc2)C1=O

3 records picked at random from those above, as already listed:
p-CIP stab down,PHOSPHO1 block,GalR3 antagonist,CRFR2-BP ag,IDE act,MEKK3 PB1 HTS,IDE cell inh,CRFR2-BP antag,M4 PAM,SMILES
-9,4,-3,0.1,2,94,1,6,7,NCC12CC3CC(CC(O)(C3)C1)C2
-2,-29,-11,-0.1,1,105,5,10,-1,COc1ccc(CNC(=O)C2CCCN2C(=O)NCc2ccccc2)cc1 (stereo unspecified)
-18,8,-4,0.1,4,97,-3,-27,-3,CCOC(=O)/C(=N/Nc1ccccc1)Sc1nnc(CCc2ccccc2)n1-c1ccccc1
